Mdm2-MdmX inh – inhibitors of human Mdm2-MdmX association, primary screen, cell-based, luminescence, split luciferase, SaOS-2, uHTS. SaOS-2 split-luciferase Mdm2/MdmX complementation. inhibition, % at 8 µM. hit rate 3% among 330,000. AID 485346, 2010;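 active = inhibition of at least 50% at 8 µM in the primary screen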
CCR6 antagonist – CCR6 receptor antagonists, primary screen, cell-based, CHO-K1, luminescence, beta-arrestin, uHTS; C-C chemokine receptor type 6 (Homo sapiens), P51684; CHO-K1 CCR6 PathHunter beta-arrestin, CCL20-stimulated; inhibition, % at 20 µM; hit rate 0.49% among 340,000;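 active = compounds whose inhibition of the agonist-driven luminescence signal at 20 µM reaches about 50%, limit read from the data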;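 note: cells stimulated with CCL20 at 14 nM final; plate controls were DMSO with CCL20 for no effect and DMSO without agonist for full effect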
Target sequence (P51684 whole entry, looked up): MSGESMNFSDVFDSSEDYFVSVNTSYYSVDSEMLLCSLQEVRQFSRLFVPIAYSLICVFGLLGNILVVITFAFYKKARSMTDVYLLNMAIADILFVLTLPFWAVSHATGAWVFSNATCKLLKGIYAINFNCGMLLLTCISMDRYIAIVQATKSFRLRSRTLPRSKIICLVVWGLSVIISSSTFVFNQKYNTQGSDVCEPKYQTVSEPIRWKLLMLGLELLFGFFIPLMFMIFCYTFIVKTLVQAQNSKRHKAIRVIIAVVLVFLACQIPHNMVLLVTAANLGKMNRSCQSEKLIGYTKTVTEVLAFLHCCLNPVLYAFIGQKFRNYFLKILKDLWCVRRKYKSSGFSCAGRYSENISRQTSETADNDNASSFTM
CXCR6 block – CXCR6 receptor inhibitors, primary screen, cell-based, beta-arrestin, luminescence, CHO-K1 PathHunter, 1536-well. inhibition, % at 20 µM. hit rate 0.36% among 360,000. AID 602244, 2012; in the data active = inhibition above about 34%, passing the limit was not always enough;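 note: antagonist mode with CXCL16 agonist at 10 nM final; 0% = 10 nM CXCL16 with DMSO and 100% = unstimulated wells without agonist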
Target sequence (O00574 whole entry, looked up): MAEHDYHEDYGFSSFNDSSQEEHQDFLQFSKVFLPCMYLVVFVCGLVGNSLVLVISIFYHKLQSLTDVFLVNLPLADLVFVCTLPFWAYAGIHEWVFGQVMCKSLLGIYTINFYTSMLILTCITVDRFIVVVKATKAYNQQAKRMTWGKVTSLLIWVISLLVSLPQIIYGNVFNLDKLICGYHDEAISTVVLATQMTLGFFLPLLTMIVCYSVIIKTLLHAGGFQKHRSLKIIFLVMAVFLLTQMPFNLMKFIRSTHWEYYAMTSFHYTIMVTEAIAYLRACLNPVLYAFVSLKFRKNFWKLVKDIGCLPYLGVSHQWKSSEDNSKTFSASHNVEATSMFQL
Gli-Sufu block – Gli-Sufu pathway antagonists, primary screen, luciferase luminescence, Sufu-KO-LIGHT cells, uHTS; AID 588413, 2011; inhibition, % at 5 µM; Sufu-KO-LIGHT fibroblasts, Gli luciferase reporter luminescence; hit rate 0.74% among 340,000;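 active = inhibition above about 55%, limit read from the data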;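 note: 0% = DMSO-treated cells and 100% = wells with medium but no cells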
UPR XBP1 act – activators of adaptive XBP1 UPR arm, primary screen, cell-based, CHO-XBP1 luciferase reporter, luminescence, uHTS | AID 463104, 2010 | IRE1-XBP1 UPR activation; percent of tunicamycin response, DMSO as zero | activation, % at 20 µM | hit rate 0.33% among 330,000;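 active = versus positive control, 20 µM dose yields 30% or more activation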;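 note: 100% = tunicamycin at 10 µg/mL and 0% = DMSO only wells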
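assay system = CHO-XBP1 luciferase reporter cells | amount = 1000 cells/well | buffer or medium = F12 plus 10% FBS | compound dosing = single point, 20 µM final compound, 1% DMSO | incubation = 16-18 h cell attachment at 37 °C, then 6 h compound exposure | detection = Steady-Glo luminescence read | controls = tunicamycin 10 µg/mL and vehicle-only wells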
Jurkat NFkB inh – inhibitors of induced NF-kB luciferase reporter, primary screen, TCR NF-kB activation inhibitor project, cell-based, luminescence, uHTS | Jurkat, PMA/ionomycin-induced NF-kB luciferase reporter | inhibition, % at 4 µM | hit rate 0.53% among 330,000 | AID 435003, 2010; in the data active = inhibition above about 50%
EBI2 block – EBI2 receptor antagonists, beta-arrestin recruitment, primary screen, cell-based, luminescence, 7a,25-OHC stimulation, uHTS; 7a,25-OHC stimulated; inhibition, % at 5 µM; hit rate 0.81% among 360,000; in the data active = inhibition above about 38%;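 note: enzyme fragment complementation signal reports receptor beta-arrestin coupling in cells; 0% = agonist plus DMSO wells and 100% = wells without agonist; some results beyond the cut were filed as inactive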
697 NFkB inh – inhibitors of PMA/ionomycin-induced NF-kB reporter, 697 cells, primary screen, B-cell NF-kB inhibitor project, cell-based, luminescence, uHTS; 697 B-cell NF-kB luciferase reporter, 16 h; inhibition, % at 4 µM; hit rate 0.33% among 330,000; in the data active = inhibition above about 35%
CHOP UPR activ – activators of apoptotic CHOP UPR arm, primary screen, cell-based, CHO-CHOP luciferase reporter, luminescence, uHTS; activation, % at 10 µM; UPR activation; percent of tunicamycin response over DMSO baseline; hit rate 0.34% among 330,000;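 active = at 10 µM dose, activation of 40% or more, normalized to positive control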;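 note: 100% = tunicamycin at 10 µg/mL and 0% = DMSO alone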
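Dosing – one dose, 10 µM in 0.5% DMSO · System – CHO-CHOP cells, stable luciferase reporter of PERK-eIF2a-CHOP signalling · Input – 500 cells/well · Control set – tunicamycin 10 µg/mL final as positive, DMSO-only wells as negative · Timing – 6 h compound treatment, 37 °C · Measure – % activation vs tunicamycin · Technique – luminescence read with Steady-Glo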
The depositor's hits bear a star; / = no result given.

nr	SMILES	Mdm2-MdmX inh	CCR6 antagonist	CXCR6 block	Gli-Sufu block	UPR XBP1 act	Jurkat NFkB inh	EBI2 block	697 NFkB inh	CHOP UPR activ
1	CC(C)CC(NC(=O)CCC(=O)OCC(=O)[C@@]1(O)CCC2[C@@H]3CCC4=CC(=O)C=C[C@]4(C)C3[C@@H](O)C[C@@]21C)C(=O)O (stereo partly drawn)	-10	-7	-11	10	4	3	2	-9	-2.6
2	COC(=O)[C@H]1C[C@@H]1[C@H](NC(=O)c1cnccn1)c1ccccc1	-5	6	-7	-4	-2	1	1	-6	0.5
3	CSc1nc(Cl)c(Br)c(Nc2c[nH]c(=O)[nH]c2=O)n1	/	9	6	6	/	/	-15	/	/
4	O=C(/C=C/c1ccc2c(c1)OCO2)Nc1nc(-c2ccc(F)cc2F)cs1	16	/	/	/	-2	0	/	-22	-1.4
5	CC(C)OC(=O)C1C(=O)CC(C)(O)C(C(=O)OC(C)C)C1c1cccc([N+](=O)[O-])c1 (stereo not drawn)	7	7	2	9	-2	14	-1	6	-0.1
6	CCOC(=O)c1csc(-c2ccc3c(c2)CCO3)n1	-61	11	1	-52	0	-107	3	-134	2.1
7	CCc1ccc(NC(=O)Nc2ccncc2)cc1	-6	2	-11	-7	3	-15	-14	-11	5.0
8	Cc1ccc(F)cc1NC(=O)COC(=O)C1CCN(c2ccc(C(F)(F)F)cn2)CC1	-9	10	-12	-8	3	-11	-4	-1	-0.9
9	COc1ccc(C(=O)NCCS(=O)(=O)N2CCCCCC2)cc1	3	16	-1	-7	0	17	-5	6	-0.2
10	COCCCNC(=O)C1CCN(S(=O)(=O)c2c(C)noc2/C=C\c2ccc(OC)cc2)CC1	18	1	5	5	-1	-8	0	-5	-0.8
11	CC(C)O/C(=N\S(=O)(=O)c1ccc(Cl)cc1)c1ccccc1	8	-4	-1	-2	-1	9	-5	14	-2.2
12	Oc1ccc(/C=N/Nc2nccnc2Cl)cc1	-6	-9	-4	-96	1	-25	0	-26	2.7
13	COCc1c(C(=O)N/N=C/C2CC=CCC2)nnn1-c1nonc1N (stereo not drawn)	19	-12	-3	0	0	4	-12	10	2.7
14	Cc1ccc2c(c1)[C@H]1[C@H](CO2)[C@H](c2ccccc2)[C@]2(C)C(=O)N(Cc3ccco3)CC(=O)N12	8	10	-6	3	0	4	5	12	0.2
15	Cc1ccc(NC(=S)N2CCN(S(C)(=O)=O)CC2)cc1C	6	2	-6	5	0	0	2	-19	2.4
16	CCc1cc(C(=O)Nc2ccc(S(=O)(=O)NC3=NCCCCC3)cc2)sc1C	31	3	-20	-6	-6	7	1	10	-2.0
17	CN(C)c1nc(=S)nc(NCc2ccccc2)[nH]1	23	-4	-11	-32	-2	-4	-3	1	-0.4
18	CCOC(=O)N1CCN(C(=O)/C(=C/c2ccc(Cl)cc2)NC(=O)c2ccccc2)CC1	27	5	4	1	-2	-14	-5	30	-0.9
19	O=C(CS(=O)(=O)c1c[nH]c2ccccc12)N1CCCCCC1	10	5	-1	-7	4	10	-5	12	-1.6
20	CCOC(=O)C(C)n1cnc2scc(-c3ccc(C)cc3)c2c1=O (stereo not drawn)	8	11	4	1	0	8	1	6	0.0
21	N/C(=N/OCC(=O)Nc1cccc2ccccc12)c1nonc1N	-16	-1	-7	7	0	3	8	-10	-0.5
22	Cc1ccc(NS(=O)(=O)c2ccc(C)c(C(=O)NCC(c3ccccc3)N(C)C)c2)cc1 (stereo not drawn)	-23	5	3	-23	1	0	0	-13	2.0
23	O=C(c1ccccc1)C(O)(CN1CCCCC1)c1ccccc1 (stereo not drawn)	/	29	16	4	/	/	10	/	/
24	Cc1ccc2cc3cc(C(=O)NCc4ccco4)oc3nc2c1	-25	-5	1	-6	-1	-7	4	14	3.9
25	CCOc1cc(CN2CCN(c3ncccn3)CC2)ccc1OC	-19	10	5	/	0	5	-3	-8	2.9
26	CC(C)c1ccc(Nc2ccc(C(=O)O)cc2[N+](=O)[O-])cc1	13	22	10	6	1	-6	-11	-3	1.2
27	O=C(Nc1cccc(-c2csc(Nc3cccc(C(F)(F)F)c3)n2)c1)c1ccccc1	43	-1	-12	2	2	-9	46*	-24	0.0
28	CCOc1ccc(S(=O)(=O)N2CCC(C(=O)NCc3cccnc3)CC2)cc1C	7	7	-7	27	-1	16	1	23	-1.2
29	CCC(C)Sc1nc2c(cnn2-c2ccc(C)c(C)c2)c(=O)[nH]1 (stereo not drawn)	11	-1	4	3	7	0	-2	-11	0.7
30	Cc1ccc(C)c(Cn2c(=O)c3c(nc4n3CCN4Cc3ccco3)n(C)c2=O)c1	3	7	-5	11	-2	-11	-1	-8	-0.2

Retrieved one by one from above (5):
nr	SMILES	Mdm2-MdmX inh	CCR6 antagonist	CXCR6 block	Gli-Sufu block	UPR XBP1 act	Jurkat NFkB inh	EBI2 block	697 NFkB inh	CHOP UPR activ
27	O=C(Nc1cccc(-c2csc(Nc3cccc(C(F)(F)F)c3)n2)c1)c1ccccc1	43	-1	-12	2	2	-9	46*	-24	0.0
6	CCOC(=O)c1csc(-c2ccc3c(c2)CCO3)n1	-61	11	1	-52	0	-107	3	-134	2.1
7	CCc1ccc(NC(=O)Nc2ccncc2)cc1	-6	2	-11	-7	3	-15	-14	-11	5.0
13	COCc1c(C(=O)N/N=C/C2CC=CCC2)nnn1-c1nonc1N (stereo not drawn)	19	-12	-3	0	0	4	-12	10	2.7
22	Cc1ccc(NS(=O)(=O)c2ccc(C)c(C(=O)NCC(c3ccccc3)N(C)C)c2)cc1 (stereo not drawn)	-23	5	3	-23	1	0	0	-13	2.0

Carrying on:
nr	SMILES	Mdm2-MdmX inh	CCR6 antagonist	CXCR6 block	Gli-Sufu block	UPR XBP1 act	Jurkat NFkB inh	EBI2 block	697 NFkB inh	CHOP UPR activ
31	CCOC(=O)c1c(C)[nH]c(C)c1S(=O)(=O)N(C)CC(=O)NCc1ccc(C)cc1	20	9	-1	0	-4	4	-8	2	1.8
32	CCOC(=O)C1CCN(C(=O)COC(=O)c2nn(C)c(=O)c3ccccc23)CC1	-5	7	-4	-4	-1	-1	-16	14	0.2
33	COc1ccc(CNC(=S)NCc2ccc(Cl)cc2)cc1OC	23	-3	-4	4	-5	35	19	-31	1.6
34	CCN1CCN(C(c2nnnn2Cc2ccc3c(c2)OCO3)C(C)C)CC1 (stereo not drawn)	4	2	-2	2	-1	-18	-6	-10	1.7
35	Cc1ccc(C(=O)Nc2ccc(Br)cc2)cc1S(=O)(=O)Nc1ccccn1	18	4	-3	5	-2	6	-10	-7	6.8
36	Cc1nn(C2CCS(=O)(=O)C2)c(Cl)c1/C=C/C(=O)OCC(=O)Nc1ccc2c(c1)OCO2 (stereo not drawn)	-12	-1	-2	0	-4	5	-8	5	0.6
37	Cc1ccc(S(=O)(=O)NC(=O)c2ccc(F)cc2)c(C)c1	15	-8	4	0	-2	-1	-3	5	0.6
38	Cc1nc2ccccc2c(=O)n1-c1ccc(NS(=O)(=O)c2ccc(F)cc2F)cc1	2	8	-9	-10	-3	15	-9	2	3.3
39	C=CCOc1c(Br)cc(CNCCCN2CCOCC2)cc1OC	17	7	-2	10	-2	-21	1	-4	3.7
40	Cc1c(Cc2ccccc2)c(=O)oc2cc(O)cc(O)c12	-13	2	0	1	0	13	2	22	-0.7
41	O=C(CN1c2cccc3cccc(c23)S1(=O)=O)Nc1cccc(S(=O)(=O)N2CCOCC2)c1	-9	8	-5	0	-1	8	-9	22	-0.9
42	N#CCCn1c(SCC(=O)Nc2ccc(N3CCOCC3)cc2)nc2ccccc21	13	-3	-6	-5	-1	6	-10	6	2.0
43	CSc1ncccc1C(=O)NC(C)CCc1ccccc1 (stereo not drawn)	9	9	-13	25	-1	-10	-2	3	0.2
44	O=C(O)c1ccc(CSC2CCCCC2)cc1	6	4	10	5	-4	-9	-3	0	1.0
45	CC(C)(C)c1ccc(C(=O)NCCOc2ccccc2F)cc1	62*	15	-6	55*	-9	-65	5	-151	-7.1
46	O=C1NC(c2cc3c(cc2Cl)OCO3)Oc2ccccc21 (stereo not drawn)	3	2	7	2	1	-7	-6	-9	0.4
47	Cc1nonc1OCCN1CCN(c2ccc([N+](=O)[O-])cc2)CC1	19	16	8	-12	-3	58*	12	-18	-1.0
48	O=C(C1CC(=O)N(c2ccc(Cl)cc2)C1)N1CCOCC1 (stereo not drawn)	24	-5	1	21	-2	-1	2	-4	0.3
49	Cc1ccc(C)c(NC(=O)c2ccc(OC(=O)c3ccco3)cc2)c1	7	-2	0	-11	2	12	-15	12	1.0
50	CCOC(=O)C1CCN(c2nc(-c3ccc(C)cc3)nc3ccccc23)CC1	-14	6	3	5	-1	1	-14	-3	1.0
51	O=C1C(Oc2ccccc2)C(c2cccs2)N1Cc1ccc2c(c1)OCO2 (stereo not drawn)	10	9	3	1	0	0	9	-11	-1.9
52	O=C(COC(=O)c1nc(Cl)ccc1Cl)NNC(=O)c1cccs1	9	-7	-10	-2	-1	5	0	16	0.4
53	Cc1cccc2c1c1ccc3c(c1n2C)C(=O)C=CC3=O	/	89*	44*	-5	/	/	-3	/	/
54	CCOC(=O)C1=C(C)NC2=C(C(=O)CCC2)C1c1coc2ccccc2c1=O (stereo not drawn)	-4	-8	-5	3	0	4	-8	4	-0.4
55	CN(C)S(=O)(=O)c1ccc(C(=O)NCc2nnc(SCC(=O)NCc3ccco3)o2)cc1	17	12	-1	-5	-2	0	-6	30	2.8
